TRPC4 potent: allosterically enhances the mouse TRPC4 cation channel | HEK293 TRPC4beta/mu-opioid, DAMGO EC20, Fluo-4 Ca2+ flux; active compounds read high | B-score at 10 µM | 310,000 compounds, 0.42% hits | AID 2227;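 active = B-score of calcium response area above 5 SD of library B-scores, with initial fluorescence ratio within 5 SD of library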;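 note: B-score of integrated fluorescence ratio over time as area under calcium response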
KCNK3 block: human KCNK3 channel inhibition, primary screen; CHO-KCNK3 thallium flux, FluxOR fluorescence; active compounds read low; AID 602410; B-score at 10 µM; 340,000 compounds, 0.84% hits;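 active = B-score under library mean minus 4 SD, starting fluorescence ratio at most library mean plus 5 SD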;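 note: more negative B-score means stronger inhibition of thallium flux through KCNK3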
Target sequence (O14649 whole entry, looked up): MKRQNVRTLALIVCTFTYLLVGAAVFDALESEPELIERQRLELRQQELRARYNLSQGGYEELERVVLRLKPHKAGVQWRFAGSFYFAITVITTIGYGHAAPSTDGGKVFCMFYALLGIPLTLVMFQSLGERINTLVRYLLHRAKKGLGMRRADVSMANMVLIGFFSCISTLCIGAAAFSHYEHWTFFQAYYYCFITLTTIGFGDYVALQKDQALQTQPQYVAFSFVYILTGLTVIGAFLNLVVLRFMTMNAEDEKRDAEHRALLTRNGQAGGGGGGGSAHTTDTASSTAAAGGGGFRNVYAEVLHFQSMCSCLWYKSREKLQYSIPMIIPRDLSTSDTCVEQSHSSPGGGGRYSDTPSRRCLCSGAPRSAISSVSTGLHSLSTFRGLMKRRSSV
hERG rescue: shields human hERG channel from block by proarrhythmic agents. Q12809. CHO-hERG, FluxOR thallium flux, dofetilide IC70 present. activation (rescue from dofetilide block), less the hit threshold, % at 10 µM. 310,000 compounds, 0.51% hits. AID 1511;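 active = activation above the mean of controls blocked by dofetilide plus 5 SD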;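 note: thallium influx through hERG after potassium depolarization seen as dye fluorescence rise; in these data hits start at about 4.7%; inactives centre near -7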
DYRK1A inh: Dyrk1A (rat) kinase inhibition | Q63470 | ADP-Glo luminescence, NFATc1 peptide | inhibition, % at 12.5 µM | 310,000 compounds, 0.43% hits | AID 504441; in the data active = inhibition above about 50%;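 note: plate controls were vehicle with enzyme for no effect and no enzyme for full effect; many of its hits are not listed in these tables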
PolyA inh: blocks polyadenylation in yeast reporter cells; 300,000 compounds, 0.02% hits; calls only at 12 µM; S. cerevisiae SKY197-pL101 polyadenylation reporter, beta-gal luminescence; efflux-impaired pdr1/pdr3 knockout yeast; score 100 = 6 SD above DMSO;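 active = lowest replicate activity score at least 50, where 100 means six control SD above control mean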;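 note: yeast exposed to compound for 9 h at 30 °C; higher score means more reporter readthrough which indicates perturbed polyadenylation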
KCNQ1 inh: human KCNQ1 channel inhibition; P51787; CHO-K1 KCNQ1, FluxOR thallium flux fluorescence; active compounds read high; B-score at 10 µM; 310,000 compounds, 1.3% hits; AID 2642;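 active = compounds whose thallium flux B-score, printed positive for inhibition, exceeds three library SD while starting fluorescence stays within three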;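 note: channel opened by potassium depolarization with thallium stimulus after 20 min compound exposure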
Target sequence (P51787 whole entry, looked up): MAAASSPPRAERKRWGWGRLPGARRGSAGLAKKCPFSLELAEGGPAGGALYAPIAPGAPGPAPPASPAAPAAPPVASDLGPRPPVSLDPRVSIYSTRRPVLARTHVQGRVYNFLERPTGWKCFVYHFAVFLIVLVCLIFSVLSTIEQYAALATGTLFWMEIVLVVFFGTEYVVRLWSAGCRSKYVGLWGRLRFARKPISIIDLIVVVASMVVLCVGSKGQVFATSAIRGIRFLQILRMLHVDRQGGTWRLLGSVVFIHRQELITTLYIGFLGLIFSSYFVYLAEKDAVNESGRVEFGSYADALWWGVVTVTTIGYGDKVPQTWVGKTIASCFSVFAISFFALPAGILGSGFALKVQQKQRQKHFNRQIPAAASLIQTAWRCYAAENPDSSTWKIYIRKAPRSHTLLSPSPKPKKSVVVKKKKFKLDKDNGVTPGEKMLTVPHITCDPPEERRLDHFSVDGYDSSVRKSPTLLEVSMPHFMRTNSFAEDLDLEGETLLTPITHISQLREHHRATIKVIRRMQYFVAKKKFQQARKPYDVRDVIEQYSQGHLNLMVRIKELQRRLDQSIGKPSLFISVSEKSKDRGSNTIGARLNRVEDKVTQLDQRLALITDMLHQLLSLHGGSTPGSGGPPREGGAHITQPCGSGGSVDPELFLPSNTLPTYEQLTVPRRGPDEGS
Platelet DG rel: platelet dense granule release activity; inhibition, %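 (compounds screened at 7.5 µM in platelet-rich plasma)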; 300,000 compounds, 0.22% hits; human platelet-rich plasma, SFLLRN dense granule ATP release, luminescence;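 active = mean replicate score, as percent of positive control, at or above 50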
KCNQ1 act: potentiators or activators of human KCNQ1 potassium channel. B-score at 10 µM. CHO-K1 KCNQ1, thallium flux FluxOR fluorescence; active compounds read high. AID 2648. P51787. 310,000 compounds, 0.35% hits;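 active = fluorescence ratio B-score, a plate-corrected score, at least three library SD, with initial intensity B-score within 5 SD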
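Material: CHO-K1 cells stably expressing KCNQ1. Medium: assay buffer for compound exposure, DMSO matched across wells. Reagent: K+/Tl+ depolarizing stimulus. Compound dosing: single-concentration screen. Times: 37 °C overnight plating, 90-min dark dye load, 20-min compound pretreatment. Technique: FluxOR Tl+ flux fluorescence.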
TRPC4 agonist: TRPC4 (mouse) channel activation; AID 2237; B-score at 10 µM; HEK293 TRPC4beta/mu-opioid, Fluo4 calcium fluorescence; active compounds read high; Q9QUQ5; 310,000 compounds, 0.49% hits;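 active = B-score above 5 SD of library B-scores, and initial fluorescence ratio not above library mean plus 5 SD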;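 note: positive B-score marks a calcium rise read as TRPC4 activation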
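system = HEK293 cells stably co-expressing mouse TRPC4beta and mu-opioid receptor | schedule = Fluo4 dye loading 45 min at room temperature, 110 s recording | measure = B-scored integrated calcium fluorescence ratio | signal = Fluo4 calcium-sensitive dye fluorescence, kinetic, 1 Hz baseline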
KCNK9 inh: human KCNK9 channel inhibition. HEK293 KCNK9, FluxOR thallium flux fluorescence; active compounds read low. Q9NPC2. B-score at 10 µM. 310,000 compounds, 1.2% hits;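 active = ratio B-score over 3 SD below the library mean, with starting fluorescence within 5 SD of its mean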;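 note: negative B-score means less thallium flux so channel inhibition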
TRPC4 block: blocks the mouse TRPC4 cation channel | Q9QUQ5 | HEK293 TRPC4beta/mu-opioid, DAMGO-evoked Fluo4 calcium flux; active compounds read low | B-score at 10 µM | 300,000 compounds, 0.39% hits | AID 2247;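 active = B-score over 3 SD under the library average, no early fluorescence shift, positive overall ratio signal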
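Assay system: Stable TRPC4beta/mu-opioid receptor HEK293 cells | Reagent: DAMGO in two steps, submaximal then maximal | Compound dosing: Single concentration per test compound | Signal: Fluo4 Ca2+ flux fluorescence | Evaluation: Per-well B score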
Active calls of the source: *; i = inactive; . = no result given. The list is partial, so the mix of outcomes need not match the whole.

SMILES | TRPC4 potent | KCNK3 block | hERG rescue | DYRK1A inh | PolyA inh | KCNQ1 inh | Platelet DG rel | KCNQ1 act | TRPC4 agonist | KCNK9 inh | TRPC4 block
CN1CCN(c2ccc([N+](=O)[O-])c3cccnc23)CC1 | 18* | i | -3 | 7 | i | i | 9 | i | 64* | i | i
OC(c1cccc(Cl)c1)(c1cccc(Cl)c1)C1CN2CCC1CC2 (stereo not given) | i | i | -25 | -3 | i | i | -3 | i | i | i | i
O=C1NC(=S)NC(=O)C1=Cc1ccc2c(c1)CCN2CCCCl | i | i | -2 | . | i | i | 3 | i | i | i | i
Cc1ccc(-n2cc(CNC(C)Cc3cnccn3)c(-c3cccc(C)c3)n2)cc1 (stereo not given) | i | i | -34 | -1 | i | i | 8 | i | 143* | i | i
CC(C)C1(C)N=C(c2nc3ccccc3cc2C(=O)O)NC1=O (stereo not given) | i | i | -4 | 9 | i | i | 1 | i | i | i | i
Fc1cccc(C2NCCc3[nH]cnc32)c1 (stereo not given) | i | i | -6 | -4 | i | i | -5 | i | 162* | i | i
CCN(CC)C(=O)c1ccc(NC(=O)c2cccc(C(F)(F)F)c2)cc1 | i | i | -2 | 1 | i | i | -4 | i | i | i | i
CCCCn1c(C)c(C(=O)O)c2cc(OC)ccc21 | i | i | -2 | 5 | i | i | -8 | i | i | i | i
Cc1ccc(N2C(=O)NC(=O)/C(=C\c3cn(CC(=O)O)c4ccccc34)C2=O)cc1 | i | i | -1 | 1 | i | i | -7 | i | i | i | i
COc1ccc(CN2C(=O)NC(=O)/C(=C/c3ccoc3)C2=O)cc1 | i | i | -2 | . | i | i | 23 | i | i | i | i
CCCCC12CNCC(C)(CNC1)C2=O | i | i | -7 | 3 | i | i | -2 | i | i | i | i
COc1ccccc1CN1CCN(C(=O)Cc2ccccc2)CC1 | i | i | -5 | -1 | i | i | 2 | i | i | i | i
N#CC1=C(N)Oc2c(c(=O)oc3ccccc23)C1c1ccccc1OC(=O)c1cccs1 (stereo not given) | i | i | -1 | -5 | i | i | 5 | i | i | i | i
Cc1cc(C=O)c(C)n1C1CCCCC1 | i | i | -12 | -2 | i | i | 6 | i | i | i | i
OCC[n+]1c2ccccc2nc2ccc(N3CCOCC3)cc21 | i | i | -4 | . | i | i | 11 | i | i | i | i
Cc1nc2ccccc2c(=O)n1-c1ccncc1 | i | i | -11 | 3 | i | i | 9 | i | i | i | i
Cc1ccc(C(=O)C2(C)N(O)C(C)C(c3cccs3)=[N+]2[O-])cc1 (stereo not given) | i | i | -3 | 1 | i | i | -9 | i | i | i | i
CN(C)C(=O)On1c(-c2ccccc2)nc2ccc(Cl)cc21 | i | i | -10 | 4 | i | i | -7 | i | i | i | i
Cc1c(C(c2ccc(Cl)cc2Cl)c2c(O)c3ccccc3oc2=O)c(=O)n(-c2ccccc2)n1C (stereo not given) | i | i | -10 | 5 | i | i | 14 | i | i | i | i
CC(=O)c1c(O)n(C)c(=S)n(-c2ccccc2)c1=O | i | i | -1 | 0 | i | i | 4 | i | i | i | i

Another view of part of the listing above:
Cc1nc2ccccc2c(=O)n1-c1ccncc1
  TRPC4 potent: i
  KCNK3 block: i
  hERG rescue: -11
  DYRK1A inh: 3
  PolyA inh: i
  KCNQ1 inh: i
  Platelet DG rel: 9
  KCNQ1 act: i
  TRPC4 agonist: i
  KCNK9 inh: i
  TRPC4 block: i
Cc1c(C(c2ccc(Cl)cc2Cl)c2c(O)c3ccccc3oc2=O)c(=O)n(-c2ccccc2)n1C (stereo not given)
  TRPC4 potent: i
  KCNK3 block: i
  hERG rescue: -10
  DYRK1A inh: 5
  PolyA inh: i
  KCNQ1 inh: i
  Platelet DG rel: 14
  KCNQ1 act: i
  TRPC4 agonist: i
  KCNK9 inh: i
  TRPC4 block: i
O=C1NC(=S)NC(=O)C1=Cc1ccc2c(c1)CCN2CCCCl
  TRPC4 potent: i
  KCNK3 block: i
  hERG rescue: -2
  DYRK1A inh: .
  PolyA inh: i
  KCNQ1 inh: i
  Platelet DG rel: 3
  KCNQ1 act: i
  TRPC4 agonist: i
  KCNK9 inh: i
  TRPC4 block: i
OCC[n+]1c2ccccc2nc2ccc(N3CCOCC3)cc21
  TRPC4 potent: i
  KCNK3 block: i
  hERG rescue: -4
  DYRK1A inh: .
  PolyA inh: i
  KCNQ1 inh: i
  Platelet DG rel: 11
  KCNQ1 act: i
  TRPC4 agonist: i
  KCNK9 inh: i
  TRPC4 block: i

More compounds
SMILES | TRPC4 potent | KCNK3 block | hERG rescue | DYRK1A inh | PolyA inh | KCNQ1 inh | Platelet DG rel | KCNQ1 act | TRPC4 agonist | KCNK9 inh | TRPC4 block
COC(=O)C1=C(c2ccccc2)C[C@@H]2CC[C@H]1N2C(=O)NCCNC(C)=O | i | i | -4 | 6 | i | i | 1 | i | i | i | i
O=C(Cn1ncc2c3ccccc3n(Cc3ccc(F)cc3)c2c1=O)N1CCC2(CC1)OCCO2 | i | i | -7 | 6 | i | i | 2 | i | i | i | i
Cc1ccc2c(c1)c(=O)c1c3n2CCN(CC#N)C3CC1 (stereo not given) | i | i | -15 | -1 | i | i | -1 | i | i | i | i
CN1CCN(C(=O)O[C@H]2c3nccnc3C(=O)N2c2ccc(Cl)cn2)CC1 | i | i | -4 | 2 | i | i | 1 | i | i | i | i
CN(c1ccc(OCC(=O)N2CCN(C/C=C/c3ccccc3)CC2)cc1)S(=O)(=O)c1cccs1 | i | i | -15 | -3 | i | i | 1 | i | i | i | i
O=[N+]([O-])NC1=NCCN1Cc1ccc(Cl)nc1 | i | i | -5 | 2 | i | i | -7 | i | i | i | i
Cn1cccc1CNCCc1ccccc1 | i | . | 6.4* | . | i | i | 3 | i | i | i | i
COc1cccc(O)c1CN1CCCC(C(=O)c2ccccc2SC)C1 (stereo not given) | i | i | -25 | 0 | i | i | -1 | i | i | i | i
CC/C(=N\NC(=O)c1ccccc1O)c1c(O)n(Cc2ccccc2)c(=O)[nH]c1=O | i | i | -12 | 8 | i | i | -3 | i | i | i | i
CC1=C(/C=C/c2ccccc2)CCN(C)C1 | i | i | -13 | 5 | i | i | 17 | i | i | i | i
NC(=O)Nc1cccc(C(F)(F)F)c1 | i | i | -12 | -6 | i | i | -8 | i | i | i | i
Cc1ccc(-c2nc3ccccc3c(=O)n2-c2cccc(O)c2)cc1 | i | i | -4 | 5 | i | i | -2 | i | i | i | i
C#CCN1CCN(c2cccc(C(F)(F)F)c2)CC1 | i | i | 1 | . | i | i | 5 | i | i | i | i
Cc1cccc(-n2c(O)c(C=NCCN3CCCCC3)c(=O)[nH]c2=O)c1 | i | i | -7 | 8 | i | i | 6 | i | i | i | i
COC(=O)c1cncn1C(C)c1ccccc1 (stereo not given) | i | i | -4 | -5 | i | i | 2 | i | i | i | i
CCCC12CN3CCN(C1)CC(CCC)(C3)C2=O | i | i | -9 | 4 | i | i | -5 | i | i | i | i
CCOc1nc(NC(C)C)nc(N2CC3CC(C2)c2cccc(=O)n2C3)n1 (stereo not given) | i | i | -7 | -1 | i | i | 3 | i | i | i | i
C=CCSc1nc2c(c(-c3ccsc3)c1C#N)CN(C)CC2 | i | i | -15 | 1 | i | i | 6 | i | i | i | i
COc1ccc(-n2c(O)c(C(C)=NCc3ccc4c(c3)OCO4)c(=O)[nH]c2=O)cc1 | i | i | -6 | . | i | i | -3 | i | i | i | i
CC1CN=C(NCc2ccc(F)cc2)S1 (stereo not given) | i | i | -8 | -1 | i | i | 0 | i | i | i | i
CCCCN=C[C@]12CCC(O)CC1(O)CCC1[C@@H]2CC[C@]2(C)[C@H](C3C=CC(=O)O3)CCC12O (stereo not given in full) | i | i | -7 | -1 | i | i | -3 | i | i | i | i
C/C(=N\N1CCCCCC1)c1c(O)n(-c2ccc(Cl)cc2)c(=O)[nH]c1=O | i | i | -8 | -2 | i | i | 14 | i | i | i | i
O=C(N/N=C1/CN2CCC1CC2)c1cccc(O)c1 | i | i | -10 | 4 | i | i | 0 | i | i | i | i
O=c1[nH]c(CN2CC=C(c3ccccc3)CC2)nc2scc(-c3ccccc3)c12 | i | i | -10 | 19 | i | i | 1 | i | i | i | i
O=c1c2ccccc2nc(Cc2ccccc2)n1-c1ccccc1O | i | i | -9 | 6 | i | i | 18 | i | i | i | i
O=C1CC(c2cccnc2)=NN1c1ccc(Cl)cc1Cl | i | i | -11 | -6 | i | i | -11 | i | i | i | i
Cc1c(C=C2C(=O)N(C)C(=O)N(C)C2=O)c(=O)n(-c2ccccc2)n1C | i | i | -2 | 0 | i | i | 1 | i | i | i | i
CNC(C(=O)c1ccccc1)C(OC)c1cccc([N+](=O)[O-])c1 (stereo not given) | i | i | -7 | 0 | i | i | 6 | i | i | i | i
CS(=O)(=O)NCc1nnc2n1-c1ccc(Cl)cc1C(c1ccccc1)=NC2 | i | i | -7 | -2 | i | i | -6 | i | i | i | i
CCC(=Nc1ccc(OC)cc1OC)c1c(O)n(C)c(=O)n(C)c1=O | i | i | -5 | 2 | i | i | 3 | i | i | i | i
N=c1c[n+](CC23CC4CC(CC(C4)C2)C3)[n-]o1 | i | i | -7 | 5 | i | i | -3 | i | 211* | i | i
CCN1CCN(Cc2ccc(OC(F)(F)F)cc2)CC1 | i | i | -12 | 3 | i | i | 18 | i | i | i | i
O=P(NC(c1ccccc1)c1ccccc1)(Oc1ccccc1)Oc1ccccc1 | i | i | -7 | 2 | i | i | 8 | i | i | i | i
O=c1[nH]c(=S)[nH]c(O)c1C(c1ccccn1)c1c(O)[nH]c(=S)[nH]c1=O | i | i | -8 | 4 | i | i | 0 | i | i | i | i
COC(=O)CC1=C(C(=O)OC)C2(C(=O)Nc3c(C)cccc32)C(C#N)=C(N)O1 (stereo not given) | i | i | -10 | -12 | i | i | -2 | i | i | i | i
Fc1ccc(N2CCN(Cc3ccc4c(c3)OCO4)CC2)cc1 | i | i | -9 | 9 | i | i | -9 | i | i | i | i
CC(C)(C)c1ccc(S(=O)(=O)N2CC3CC(C2)c2cccc(=O)n2C3)cc1 (stereo not given) | i | i | -3 | -1 | i | i | -6 | i | i | i | i
O=c1cccc2n1CC1CC2CN(Cc2c(Cl)cccc2Cl)C1 (stereo not given) | i | i | -13 | -5 | i | i | 3 | i | i | i | i
c1ccc2c(c1)[nH]c1cnccc12 | i | i | -5 | 69* | i | i | 2 | i | i | i | i
Cc1cc(=O)oc2cc3c(cc12)CCCN3 | i | i | -3 | 7 | i | i | 0 | i | i | i | i
CCOC(=O)c1nc2ccccc2c(=O)n1-c1ccc(C)cc1 | i | i | -3 | 8 | i | i | 4 | i | i | i | i
